# FBW7 activator: FBW7 E3 ligase activators, primary screen, biochemical, AlphaScreen, human. AlphaScreen FBW7–phospho-cyclin E peptide binding, activator screen. normalized activity (activation), % at 26.1 µM. F-box/WD repeat-containing protein 7 (Homo sapiens), Q969H0. hit rate 0.13% among 650,000; in the data active = normalized activity above about 1.9%;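 note: purified mutant Fbw7 with reduced substrate affinity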
# MITF inh: MITF inhibitors, primary screen, biochemical, AlphaScreen, human; Microphthalmia-associated transcription factor (Homo sapiens), O75030; AlphaScreen MITF homodimerization, bead proximity signal; inhibition, % at 2.6 µM; hit rate 0.91% among 650,000; in the data active = inhibition above about 50%;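 note: 0% = vehicle wells with protein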
# Target sequence (O75030 whole entry, looked up): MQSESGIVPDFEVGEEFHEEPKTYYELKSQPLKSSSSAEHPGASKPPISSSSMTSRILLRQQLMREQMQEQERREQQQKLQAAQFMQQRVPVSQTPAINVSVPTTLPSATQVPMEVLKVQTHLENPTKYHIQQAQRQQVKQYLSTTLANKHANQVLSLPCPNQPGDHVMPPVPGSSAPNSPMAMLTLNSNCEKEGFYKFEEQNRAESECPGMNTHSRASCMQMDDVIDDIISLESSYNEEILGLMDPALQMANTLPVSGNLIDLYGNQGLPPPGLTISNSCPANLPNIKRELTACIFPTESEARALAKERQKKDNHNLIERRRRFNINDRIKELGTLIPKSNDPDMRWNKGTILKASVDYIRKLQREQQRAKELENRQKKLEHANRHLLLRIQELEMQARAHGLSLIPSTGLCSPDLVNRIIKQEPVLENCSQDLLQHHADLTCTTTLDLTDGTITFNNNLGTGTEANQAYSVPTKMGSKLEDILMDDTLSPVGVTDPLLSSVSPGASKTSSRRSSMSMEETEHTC
# TEAD-YAP inh: TEAD-YAP interaction inhibition, primary screen, TEAD-YAP interaction inhibitor project, luminescence, HEK-TIYL cells. inhibition, % at 9.12 µM. TEAD-Gal4/YAP UAS-luciferase luminescence. hit rate 1.4% among 640,000. AID 1259422, 2018; in the data active = inhibition above about 32%;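 note: 0% = median of test compound wells and 100% = reference inhibitor wells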
# GPR151 ag: activators of human GPR151, primary screen, cell-based, PathHunter beta-arrestin, luminescence; activation, % at 11.2 µM; PathHunter beta-arrestin GPR151 cells; AID 1508602, 2020; G-protein coupled receptor 151 (Homo sapiens), Q8TDV0; hit rate 1% among 650,000; in the data active = activation above about 4.9%;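 note: 0% = median of compound wells and 100% = cells with positive control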
# Target sequence (Q8TDV0 whole entry, looked up): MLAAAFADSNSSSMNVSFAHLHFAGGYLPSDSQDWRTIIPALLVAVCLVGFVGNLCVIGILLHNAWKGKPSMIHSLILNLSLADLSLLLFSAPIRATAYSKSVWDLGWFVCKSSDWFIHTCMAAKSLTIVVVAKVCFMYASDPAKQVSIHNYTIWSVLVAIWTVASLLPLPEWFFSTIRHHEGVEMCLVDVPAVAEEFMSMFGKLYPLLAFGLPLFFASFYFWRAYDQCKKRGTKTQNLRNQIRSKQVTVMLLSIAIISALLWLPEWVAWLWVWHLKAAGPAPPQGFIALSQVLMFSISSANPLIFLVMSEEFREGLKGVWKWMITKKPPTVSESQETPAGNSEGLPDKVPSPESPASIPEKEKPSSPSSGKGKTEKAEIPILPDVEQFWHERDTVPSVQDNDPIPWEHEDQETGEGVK
# Active calls of the source: *; & = joins results of further samples.
SMILES,FBW7 activator,MITF inh,TEAD-YAP inh,GPR151 ag
CCCOC(=O)C1=C(C)NC2=C(C(=O)CC(c3ccc(OC)cc3)C2)C1c1ccc([N+](=O)[O-])cc1 (centres undefined),0.0,8,0,0.3
Cc1nc2ccc(Br)cn2c1C(=O)N/N=C\c1ccccc1Cl,0.2,-9,-5,1.4
Cc1nc2c(C(=O)NCc3ccc4c(c3)OCO4)cnn2c(C)c1Cc1ccc(F)cc1Cl,0.1,5,6,0.9
CN1C(=O)C(C)(C)c2cc(S(=O)(=O)N3CCC(C(=O)Nc4cccnc4)CC3)ccc21,-0.1,13,6,-1.1
CCOC(=O)NC(=S)N1CCN(c2ccccc2)CC1,-0.1,-2,2,0.0
COc1ccc(N(CCC#N)C(=O)/C(C#N)=C/c2cccs2)cc1,-0.3,1,-5,0.9
COc1ccccc1NC(=S)N/N=C/C(=O)c1ccccc1,-0.1,1,-4,-0.7
O=C(CCCn1c(=O)[nH]c2ccccc2c1=O)NC1CCCC1,0.0,-2,3,4.1
Cc1c(C(=O)NCCCN2CCN(C)CC2)sc2ncn(CC(=O)N3CCCCC3C)c(=O)c12 (centres undefined),-0.1,-4,1,-0.3
CCCc1[nH]nc2c1C(c1ccc(OC)c(OC)c1)C(C#N)=C(N)O2 (centres undefined),0.0,-3,-11,-0.9
O=C(Cc1cccc2ccccc12)NNC(=O)Nc1ccc(Cl)cc1,-0.2,-20,-8,-0.1
COc1ccc(NC(=O)c2noc3c2COc2ccc(C)cc2-3)cc1OC,0.1,15,8,0.4
Cc1ccc(N/C=C(/C#N)C(N)=S)nc1,-0.7,-14,-1,-0.8
COc1ccc(OC)c(Cc2nnc(CCC(=O)N3CCSCC3)o2)c1,-0.1,2,-48,-0.3
Cc1onc(NC(=O)c2ccc(Cl)cc2Cl)c1Br,0.1,22,-42,-0.2
CC(=O)Nc1ccc(NC(=O)c2csc(N3CCC(N4CCOCC4)CC3)n2)cc1,0.1,6,5,-2.9
CCCN1CCC(=NNc2ccc(S(=O)(=O)N3CCOCC3)cc2[N+](=O)[O-])CC1,-0.1,-5,-7,-1.4
COC(=O)C1=C(C)NC(=S)NC1c1cc(Br)c(O)c(OC)c1 (centres undefined),0.7,9,7,-0.3
Cc1ccccc1NC(=O)c1sc(-c2ccccc2)nc1C,0.1,7,-3,-1.4
CCN(CC)S(=O)(=O)c1ccc(C(=O)OCC(=O)NC(N)=O)cc1,0.1,-8,2,0.9
COc1ccccc1N1CCN(Cc2cc([N+](=O)[O-])cc(OC)c2O)CC1,1.0,6,-17,1.7
Cc1ccccc1-n1c(-c2ccccc2)cn2c3c(=O)n(C)c(=O)n(C)c3nc12,-0.1,0,-8,-0.5
Cc1ccccc1NC(=O)C(=O)NCc1ccccn1,-0.2,-9,-30,0.6
Nn1c(SCC(=O)Nc2ccc3c(c2)OCO3)nnc1-c1ccccc1,0.0,4,-3,0.2
NC(=O)NC(=O)CSc1nc(N)cc(=O)[nH]1,-0.1,-73,-5,0.0
# More records:
SMILES,FBW7 activator,MITF inh,TEAD-YAP inh,GPR151 ag
O=C(c1cccs1)N1CCN(c2cnn(-c3ccccc3)c(=O)c2Cl)CC1,-0.2,-2,-21,1.8
CCCN(CCC)c1ccc(C(=S)N2CCNCC2)cc1,-0.1,1,-3,2.4
C[C@]12CS(=O)(=O)C[C@H]1SC(=S)N2c1ccccc1,0.0,-6,-2,-0.5
Cc1ccc(C(=O)CSc2nnnn2-c2ccccc2)o1,0.0,4,-7,2.0
CC1CCc2c(sc3nc(C4CC4)nc(SCC(=O)NNC(=O)c4ccco4)c23)C1 (centres undefined),0.1,7,-13,-0.9
COc1ccc(Nc2nc(Nc3ccc(C)cc3)nc(Sc3nc4ccccc4[nH]3)n2)cc1,0.1,20,16,-0.7
CC(C)c1ccc(OCC(=O)Nc2ccccc2F)cc1,0.3,-5,-45,-0.7
CS(=O)(=O)c1cncnc1C1CCCN(C(=O)c2cccc3nccnc23)C1 (centres undefined),0.0,14,7,0.3
CC(C)(O)C#CC(O)c1cccs1 (centres undefined),0.2,6,9,0.3
CCOc1ccc(-n2cc(-c3ccccc3)c3c(NCc4ccccc4)ncnc32)cc1,0.4,6,-2,0.3
CSc1cccc(NC(=O)COc2ccc(S(=O)(=O)Nc3ccc(C)cc3)cc2)c1,0.1,15,3,2.5
CCN(CC)C(=O)Cn1cnc2sc(C(=O)Nc3ccc(Cl)cn3)c(C)c2c1=O,0.0,-15,-20,0.9
O=C(N/C(=C\c1cccnc1)C(=O)N1CCC(O)CC1)c1ccccc1,0.1,10,7,2.5
O=C(Nc1cccc(-c2nc3cccnc3s2)c1)C1CC1,0.0,-9,-45,-1.2
Cc1ccc(S(=O)(=O)/N=C(\N)NC#N)cc1,0.1,14,9,-1.5
C/C(N)=C(/C#N)C(=O)CSc1nc2cc([N+](=O)[O-])ccc2n1-c1ccc(F)cc1,0.0,8,12,0.6
C=CCN1C(=O)C(=O)/C(=C(\O)c2ccc(Br)cc2)C1c1ccc([N+](=O)[O-])cc1 (centres undefined),-0.1,1,4,1.7
CCOC(=O)c1ccc2c(c1)[nH]c(=S)n2CC,-0.1,17,-12,-0.4
COC(=O)c1nnn(-c2ccc(Br)cc2F)c1C(=O)OC,0.1,5,-5,-0.9
OCCC1CN(CC2CC2)CCN1Cc1ccc(F)c(F)c1 (centres undefined),0.0,2,-14,-0.3
COC(=O)CSc1nnc(-c2ccco2)n1CC1CCCO1 (centres undefined),0.0,7,10,-0.4
N#Cc1c(NC(=O)c2c(F)cccc2F)oc2cccnc12,-0.3,7,-18,-1.7
CCOc1ccc2cc(C(=O)O)c(=O)[nH]c2c1,-0.1,-6,1,-1.3
O=C(CN(C(=O)c1csnn1)c1ccc(Cl)cc1)NCc1ccc2c(c1)OCO2,0.1,-16,-5,-0.6
CCOc1ccc(C(=O)N2CCN(c3ccc([N+](=O)[O-])cc3)CC2)cc1Cl,-0.2,10,5,-0.6
# (cont.)
SMILES,FBW7 activator,MITF inh,TEAD-YAP inh,GPR151 ag
COc1ccc(OCCNC(=O)c2ccccc2Cl)cc1,0.0,-9,-10,-2.1
CCN(CC)S(=O)(=O)c1ccc(F)c(C(=O)NCc2ccccc2OC)c1,0.1,10,2,0.7
OC(CCc1ccccc1)C1CCN(Cc2nc(-c3ccccn3)no2)CC1 (centres undefined),0.2,18,10,-0.6
COc1ccc(Oc2coc3cc(OCc4ccccc4)ccc3c2=O)cc1,0.0,2,3,4.2
O=C1Nc2ccccc2/C1=C/c1ccc([N+](=O)[O-])cc1,0.0,4,-2,0.3
O=c1oc2ccc(Cl)cc2n1C/C=C/CCl,0.0,-7,2,-0.5
O=C(Nc1cccc(-c2ccn[nH]2)c1)c1ccco1,0.0,2,-13,0.4
CC1CC(c2ccccc2)CCS1 (centres undefined),0.2,15,-6,0.2
COc1ccccc1CN1CCN(C(=O)c2cccs2)CC1,0.0,36,-3,-1.0
COC(=O)CN1C(=S)N(c2ccc(Cl)cc2)C(=O)C1CC(=O)Nc1ccc(OC)cc1 (centres undefined),0.2&0.0,-12&1,-7&5,-0.4&-0.1
NC(=O)CCN1CCN(C(=O)c2cc(Cc3ccc(F)cc3)no2)CC1,0.0,-3,-10,0.8
O=C(C1COc2ccccc2O1)N(Cc1cccnc1)c1nc2ccc(F)cc2s1 (centres undefined),-0.1,-8,-40,0.6
Cc1sc2nc(-c3c[nH]c4ccccc34)cn2c1C,-0.2,0,-82,-1.3
CC1CC(C)CN(C(=O)c2cccc(I)c2)C1 (centres undefined),-0.1,2,-3,1.1
COC(=O)Cn1c(=O)n(Cc2ccco2)c(=O)c2c3c(sc21)CCCC3,0.1,-4,0,0.3
O=C(c1nc2ccccn2c1CNCCCn1ncc2ccccc21)N1CCCC1,-0.1,-12,1,-0.1
Cc1occc1-c1nnc(SCC(=O)Nc2ccc3c(c2)CCC3)n1N,-0.1,-8,0,2.8
CC(C)(C)OC(=O)Nc1ccccc1N,-0.1,-7,-34,2.1
CCNc1c(NC(=O)c2ccccc2F)c(=O)oc2ccccc12,0.1,-2,-7,-0.8
CC(=O)Nc1ccccc1NC(=O)/C=C/c1ccccc1,0.1,22,4,-0.4
O=C(Cn1cc(Br)c(=O)n(CC(=O)NCc2ccccc2)c1=O)NCc1ccccc1,0.5,6,6,-1.5
O=C(O)CCC(=O)c1sc(Cl)c(Cl)c1Cl,0.2,0,3,-1.9
CCOC(=O)N1CCN(C(=O)CN(CC)S(=O)(=O)c2ccc3ccccc3c2)CC1,0.7,8,0,1.4
O=C(O)CC(NS(=O)(=O)c1ccc(Cl)cc1)c1cccs1 (centres undefined),0.0,-4,5,-1.0
Nc1nonc1-c1noc(-c2ccc(I)cc2)n1,0.2,-19,-16,0.5
# (listing goes on)
SMILES,FBW7 activator,MITF inh,TEAD-YAP inh,GPR151 ag
CC(=O)c1cccc(N2C(=O)C3C4CCC(C4)C3C2=O)c1 (centres undefined),0.1,-3,-3,-1.3
CCS(=O)(=O)c1ncc(Cl)c(C(=O)Nc2ccc(OC)c(Cl)c2)n1,0.7,16,50*,-1.8
CC1CCCC(C)N1C(=O)Cn1c2ccccc2n2c(=O)n(Cc3ccccn3)nc12 (centres undefined),0.3,7,0,-1.7
CNC(=S)N1CCN(C(=O)C(Cc2ccccc2)NC(C)=O)CC1 (centres undefined),0.6,17,7,-0.4
CCN(CC)C(=O)Nc1ccc2c(c1)N(CC)C(=O)c1ccccc1S2,0.2,-4,-14,-0.6
Fc1cccc(NC(=S)NCc2cccnc2)c1,-0.1,5,-5,0.3
Cc1ccc(-c2cc(C(=O)NC3CCCCC3)c3ccccc3n2)cc1C,0.7,-9,-17,-1.6
Cc1ccc2nc(C)c(C(=O)NCCc3ccccc3)n2c1,0.3,0,-43,0.9
COc1ccc(C(=O)Nc2cccc(O)c2)cc1OC,-0.1,1,-40,-5.4
CC(C)(C)c1ccc(-c2nnc(SCC(=O)N3CCOCC3)o2)cc1,-0.1,-3,-45,-0.4
Cc1ccccc1CN1CCN(Cc2ccc(OCCO)cc2)CC1CCO (centres undefined),0.1,-6,8,-0.2
Cc1cccc(C=Nc2ccccc2O)c1O,-0.1,1,-3,1.9
O=CNC1CC2(CCCCC2)Oc2ccccc21 (centres undefined),-0.2,9,12,-0.3
CC(C)CC(=O)Nc1cccc(-c2nc3ncccc3o2)c1,0.2,16,0,0.2
CCc1ccccc1NC(=O)CSc1nnnn1Cc1ccccc1,-0.1,4,0,-0.7
CCOC(=O)C1=C(C)NC(=O)NC1c1ccc(OCC(N)=O)cc1 (centres undefined),0.0,14,11,0.4
CCOC(=O)c1sc(NC(=O)c2ccc(Br)o2)c(C(N)=O)c1C,-0.1,-4,-2,0.0
O=C(Cn1c(=O)n(-c2ccc(F)cc2)c(=O)c2sccc21)NC1CCCCC1,0.0,3,1,0.4
COCCCNC(=O)c1cc(-c2ccc(Br)s2)nc2ccccc12,0.1,2,5,-0.1
c1ccc2[nH]c(CNc3nc(-c4csc5ccccc45)nc4c3ncn4C3CCCCC3)nc2c1,-0.1,28,-9,-3.4
Cc1cccc(NC(=O)CCC(=O)Nc2cccc(C)c2)c1,-0.1,-1,3,0.0
COc1ccc(CCn2nnnc2CN2CCN(c3cccc(C)c3C)CC2)cc1OC,0.1,17,-27,-0.2
Cc1ccc(C23CC4CC(CC(C(=O)NC(C)C(N)=O)(C4)C2)C3)cc1 (centres undefined),-0.1,3,0,0.6
Cc1cccc(N2C(=O)/C(=C/c3ccoc3)C(=O)NC2=S)c1,0.0,36,10,0.5
Cc1cc(C(=O)CN(C)C2CCN(C)CC2)c(C)n1-c1ccc(Cl)cc1,-0.3,47,6,1.7
CCOC(=O)c1c(NC(=O)C(C)Oc2ccc(Cl)c(C)c2)sc(C)c1C (centres undefined),0.2,0,4,-1.4
CC1(C)CC2CC(C)(CN2C(=O)c2ccc(F)cc2)C1 (centres undefined),0.0,5,4,-0.6
O=C(CCSCc1cccc(F)c1)NCc1ccccc1Cl,0.0,10,-6,-0.4

# Compound activity as filed in PubChem BioAssay.
